Source: PubChem BioAssay (Broad Institute)
ERAP1 inh: blocks human ERAP1 aminopeptidase activity. inhibition, % at 10.7 µM. AID 652197. 340,000 tested, 0.15% active. recombinant ERAP1, Leu-AMC fluorescence, 60 min. Q9NZ08;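 active means mean replicate inhibition of at least 30%, or all replicates individually reaching that 30% level; inactive means mean below 30% and not every replicate reaching it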;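 further: 0% = neutral control wells and 100% = L-leucinethiol positive control wells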
Target sequence (Q9NZ08 whole entry, looked up): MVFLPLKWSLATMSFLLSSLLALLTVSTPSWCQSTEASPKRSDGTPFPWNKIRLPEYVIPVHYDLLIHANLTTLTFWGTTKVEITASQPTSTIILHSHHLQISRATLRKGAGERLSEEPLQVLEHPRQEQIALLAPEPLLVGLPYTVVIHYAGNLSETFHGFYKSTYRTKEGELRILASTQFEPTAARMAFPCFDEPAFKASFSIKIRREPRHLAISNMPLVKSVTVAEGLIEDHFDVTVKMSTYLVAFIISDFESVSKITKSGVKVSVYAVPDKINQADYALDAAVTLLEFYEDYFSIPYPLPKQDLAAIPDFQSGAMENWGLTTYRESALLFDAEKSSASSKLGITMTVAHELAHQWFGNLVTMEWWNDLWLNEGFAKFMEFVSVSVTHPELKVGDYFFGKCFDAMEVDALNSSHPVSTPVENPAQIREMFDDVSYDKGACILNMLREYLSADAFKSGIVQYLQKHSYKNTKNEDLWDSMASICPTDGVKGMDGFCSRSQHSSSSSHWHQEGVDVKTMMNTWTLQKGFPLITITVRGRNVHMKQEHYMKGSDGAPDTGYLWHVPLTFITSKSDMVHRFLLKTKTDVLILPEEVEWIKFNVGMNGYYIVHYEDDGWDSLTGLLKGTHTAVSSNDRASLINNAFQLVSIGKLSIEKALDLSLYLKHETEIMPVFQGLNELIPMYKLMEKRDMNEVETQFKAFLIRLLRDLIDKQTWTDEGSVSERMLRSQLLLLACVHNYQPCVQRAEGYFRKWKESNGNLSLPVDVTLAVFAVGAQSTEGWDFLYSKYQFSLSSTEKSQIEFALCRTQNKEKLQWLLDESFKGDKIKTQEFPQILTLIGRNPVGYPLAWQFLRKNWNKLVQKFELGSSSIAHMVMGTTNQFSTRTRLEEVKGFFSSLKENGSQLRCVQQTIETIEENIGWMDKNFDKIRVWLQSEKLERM
LGR2 inh: blocks bursicon-induced cAMP signaling via Drosophila LGR2; AID 720647; inhibition, % at 9.99 µM; 380,000 tested, 0.35% active; HEK293 LGR2, CRE-luciferase, bursicon-stimulated, 4 h;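 active means drop in luminescence signal, shown as inhibition above about 50% in the replicate tests, limit read from the data, passing the limit was not always enough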;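 further: agonist challenge used bursicon conditioned medium at about half maximal strength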
Statin myotox sup: suppression of simvastatin myotoxicity. C2C12 myotubes + simvastatin, ATP luminescence, 48 h; scaled: DMSO 0, geranylgeraniol control 100. rescue of ATP level, % at 7.49 µM. 330,000 tested, 0.78% active. AID 602340;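 active means mean ATP rescue above about 67%, or every replicate alone reaching that limit, limit read from the data, passing the limit was not always enough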;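 further: myotubes were challenged with 10 µM simvastatin during compound exposure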
S100A4 MyoIIA: inhibitors of human S100A4 binding to myosin IIA peptide. 360,000 tested, 0.14% active. S100A4/TAMRA-MyoIIA peptide fluorescence polarization. inhibition, % at 10.7 µM;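 active means mean inhibition of at least 70% across replicates, with every replicate also reaching that level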
Target sequence (P26447 whole entry, looked up): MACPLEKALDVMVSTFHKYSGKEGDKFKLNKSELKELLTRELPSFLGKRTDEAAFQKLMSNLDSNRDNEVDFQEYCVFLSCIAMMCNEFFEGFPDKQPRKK
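Material: S100A4 monomer (human). Medium: Calcium-containing HEPES buffer, pH 7.2. Probe or stimulus: labelled myosin peptide probe, 5 nM. Compound dosing: one concentration per compound. Timing: polarization read 5 min after assay mix addition, stable 5–60 min. Benchmarks: DMSO as neutral control, TFP as positive control.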
PGC1a acetyl inh: modulators of PGC1a acetylation. inhibition, % at 15.6 µM. 350,000 tested, 0.17% active. AID 651687. U2OS PGC1a acetylation, AlphaScreen anti-acetyl-lysine; with virally co-expressed GCN5 acetyltransferase;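 active means every replicate shows inhibition of at least 40%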;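 further: 0% = neutral control wells and 100% = positive control wells; some results beyond the cut were filed as inactive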
Xi reactivation: X-chromosome reactivation activator; XiGFP mouse fibroblasts, % GFP-positive cells imaging, 3 d; cells co-treated with 5-aza-dC sensitizer; scaled so ellipticine positive control = 100%; activation, % at 7.58 µM; 360,000 tested, 0.055% active; AID 743238;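 active means mean normalized replicate activation at least 10% and every replicate at or above 10%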;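 further: 0% = median of on-plate neutral control wells and 100% = ellipticine 6 µM median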
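Material: XiGFP fibroblasts, SV40-immortalized; Buffer or medium: DMEM containing 5-aza-dC; Compound dosing: single point; Times: 3 days compound exposure.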
Cneo AK release: Cryptococcus neoformans lysis via adenylate kinase release. 360,000 tested, 0.2% active. lysis activity, % at 15 µM. C. neoformans lysis, adenylate kinase release luminescence, 4 h; normalised: neutral wells 0, clomiphene wells 100;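 active means mean lysis activity across replicates of at least 80%, whatever share of replicates individually reach that level; inactive means mean lysis activity below 80%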
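Signal: Adenylate kinase release luminescence | Assay system: Log-phase Cryptococcus neoformans yeast cells | Input: Cells at 5 × 10^6 per mL | Buffer or medium: Fresh YPD growth medium | Compound: Single dose | Schedule: Static 4 h at 37 °C with compound, 1 h detection | Controls: Clomiphene | Read-out: Luminescence rise reflecting yeast cell lysis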
SIRT5 block: sirtuin-5 (human) deacylase inhibition. Q9NXA8. Purified SirT5, succinyl-peptide AMC, trypsin-coupled fluorescence. inhibition, % at 15 µM. 330,000 tested, 1.1% active; in the data active means inhibition above about 15%
Starred values were filed as active, the others as inactive; . = no result given; & = joins results of further samples. Some of the compounds tested (hit frequency here may not be typical).

SMILES	ERAP1 inh	LGR2 inh	Statin myotox sup	S100A4 MyoIIA	PGC1a acetyl inh	Xi reactivation	Cneo AK release	SIRT5 block
Cc1cccc(N2CCC(NCc3c(C(=O)N4CCCCC4)nc4c(C)cccn34)CC2)c1	0	.	.	-2	-6	0.1	.	-3
COc1ccc(N(CC(=O)Nc2cccnc2)S(C)(=O)=O)cc1	5	29	.	-4	.	0.5	.	-1
O=C(c1ccc2c(c1)OCO2)N1C[C@@H]2[C@H](c3ccccc31)[C@@H](CO)N2C(=O)CC1CC1	0	-3	-10	15	3	0.0	44	8
CC(C)N1CC(C(=O)Nc2cc(Cl)cc(Cl)c2)CC1=O (centres undefined)	0	.	3	4	9	0.1	2	-2
Cc1noc(C)c1NC(=O)Nc1ccc2c(c1)C(=O)N([C@H](C)CO)C[C@H](C)[C@H](CN(C)CC1CC1)OCCCC[C@@H](C)O2	-2	-9	.	-1	7	0.5	4	4
O=C(NCC[C@H]1CC[C@@H](NC(=O)c2cccnc2)[C@@H](CO)O1)Nc1ccc(C(F)(F)F)cc1	-3	8	-26	-3	-2	-0.5&0.1	-26	0
CC1(C(=O)NS(=O)(=O)C2CC2)CCCN(C(=O)c2cccnc2Oc2ccccc2)C1 (centres undefined)	-4	13	-5	20	10	0.3	5	-1
CS(=O)(=O)N(CC(=O)O)c1cc(C(F)(F)F)ccc1Cl	-3	-18	4	39	2	-0.1	0	-3
COc1ccc(S(=O)(=O)N[C@H]2CC[C@H](CC(=O)NCCc3ccncc3)O[C@@H]2CO)cc1	4	-10	3	12	7	0.6	0	2
Cc1ccc2c(c1)NCC(C(=O)NCc1ccccc1)O2 (centres undefined)	-3	-5	23	6	7	0.3	0	0
CN(C(=O)CSc1nnc(C2CC2)n1C1CC1)C1(C#N)CCCCC1	-2	3	-1	-2	-3	0.4	3	-3
COCCOC1CCN(C(=O)c2cc(COc3ccc(F)cc3F)on2)CC1	2	-4	7	-1	0	0.4	-2	-7
Nc1ncnc2c1ncn2[C@@H]1O[C@H](C(=O)N[C@H](CO)Cc2ccc(O)cc2)[C@@H](O)[C@H]1O	-6	-23	4	-4	-12	0.3	-1	-4
O=C(Cc1ccc(Cl)cc1)N/N=C/c1ccc(O)c(O)c1	-3	9	4	8	-2	0.3	4	.
Cn1c2ccsc2c2ncn(Cc3ccc(F)cc3)c(=O)c21	-3	12	3	-3	-23	0.4	11	-3
Cc1ccc(NC(=O)COC(=O)C2CC3CCCC(C2)C3=O)c([N+](=O)[O-])c1 (centres undefined)	3	6	3	-1	.	0.1	0	-2
COc1ccc(-c2ccc3c(c2)[C@@H]2[C@@H](CCN2S(=O)(=O)C2=NC(C)C=N2)[C@@H](CO)N3C)cc1 (some centres undefined)	2	8	33	4	5	-0.1	-4	0
CCCNC(=O)N1[C@H](CO)[C@@H]2c3ccccc3N(C(=O)Nc3cccc(Cl)c3)C[C@@H]21	2	12	-16	5	2	0.0	8	3
C[C@@H](NC(=O)C[C@H]1CC[C@@H]2[C@H](COC[C@@H](O)CN2Cc2cc(F)ccc2F)O1)c1ccccc1	2	0	30	-7	-6	0.1	2	-2
COc1ccccc1CN(C)c1nnnn1-c1ccccc1	-3	8	.	5	.	0.6	.	2
FC(F)(F)c1cnc(N/N=C/c2ccncc2)c(Cl)c1	-1	-5	.	-1	-12	0.0	.	0
Cc1cccc(C(=O)N=C2SC3CS(=O)(=O)CC3N2c2ccccc2)c1 (centres undefined)	0	-13	41	-14	6	0.0	0	-2
COc1ccc(NC(=O)[C@@H](NC(=O)c2ccccc2F)C(C)C)cc1S(=O)(=O)N1CCOCC1	-5	7	-2	0	-10	0.0	-1	-6
CNC(=O)C[C@@H]1CC[C@@H]2[C@H](COC[C@@H](O)CN2Cc2ccc(Cl)c(Cl)c2)O1	.	-3	24	.	1	0.4	-4	.
Cc1cc(C(=O)N/N=C/c2ccc(-c3ccc([N+](=O)[O-])cc3Cl)o2)n[nH]1	2	-8	-13	4	.	0.0	-1	-3
C[C@@H]1CN([C@H](C)CO)C(=O)Cc2cc(NC(=O)Cc3ccccc3)ccc2O[C@@H]1CN(C)C	-1	-8	-13	68	-3	-1.1	-2	-4
CCCC(C(=O)n1nc(C)cc1C)C(NS(=O)(=O)c1ccc(C)cc1)c1ccccc1 (centres undefined)	.	23	-16	.	4	.	0	.
CN1CCCCC(NC(=O)c2ccccn2)C1=O (centres undefined)	-1	1	.	1	.	0.3	.	.
Cc1ccc(S(=O)(=O)N(C)C[C@H]2OCCCC[C@H](C)Oc3ccc(NS(C)(=O)=O)cc3C(=O)N([C@@H](C)CO)C[C@@H]2C)cc1	1	-10	.	2	6	0.0	-2	-1
C[C@H]1[C@H](c2ccccc2)Oc2cccc(N3CCCC3)c2S(=O)(=O)N1Cc1cccc(F)c1	0	-9	.	31	.	0.0	.	-1
C[C@H]1CN([C@@H](C)CO)C(=O)c2cccc(NC(=O)Nc3ccc(C(F)(F)F)cc3)c2O[C@H]1CN(C)Cc1ccc(C(F)(F)F)cc1	1	14	35	11	-13	0.0	-1	10
CCOC(=O)c1nc(NCc2cccc(OC)c2)c2ccccc2n1	0	-31	.	-4	.	0.0	.	1
COc1cccc(S(=O)(=O)N2CCCCN3[C@H](C2)[C@H](c2ccc(C4=CCCCC4)cc2)[C@@H]3CO)c1	.	6	-6	.	3	0.0	-7	.
CSc1nc(SCC(=O)O)c2c3c(sc2n1)COC(C)(C)C3	.	-2	0	-9	-2	.	-1	-3
Cc1cn(CC(=O)NCc2nc3ccccc3[nH]2)c(=O)[nH]c1=O	.	-8	.	8	.	0.0	.	-4
O=C(Nc1cccc(F)c1)c1ccc(CSc2ccccc2)o1	0	-37	.	1	.	0.5	.	-8

Rewritten as comma-separated lines: 5 of the compounds above
Compound,ERAP1 inh,LGR2 inh,Statin myotox sup,S100A4 MyoIIA,PGC1a acetyl inh,Xi reactivation,Cneo AK release,SIRT5 block
COc1ccc(S(=O)(=O)N[C@H]2CC[C@H](CC(=O)NCCc3ccncc3)O[C@@H]2CO)cc1,4,-10,3,12,7,0.6,0,2
CCCNC(=O)N1[C@H](CO)[C@@H]2c3ccccc3N(C(=O)Nc3cccc(Cl)c3)C[C@@H]21,2,12,-16,5,2,0.0,8,3
C[C@H]1CN([C@@H](C)CO)C(=O)c2cccc(NC(=O)Nc3ccc(C(F)(F)F)cc3)c2O[C@H]1CN(C)Cc1ccc(C(F)(F)F)cc1,1,14,35,11,-13,0.0,-1,10
Cc1ccc(S(=O)(=O)N(C)C[C@H]2OCCCC[C@H](C)Oc3ccc(NS(C)(=O)=O)cc3C(=O)N([C@@H](C)CO)C[C@@H]2C)cc1,1,-10,.,2,6,0.0,-2,-1
COc1ccc(N(CC(=O)Nc2cccnc2)S(C)(=O)=O)cc1,5,29,.,-4,.,0.5,.,-1

Carrying on:
SMILES	ERAP1 inh	LGR2 inh	Statin myotox sup	S100A4 MyoIIA	PGC1a acetyl inh	Xi reactivation	Cneo AK release	SIRT5 block
CC(=O)Nc1cccc(-c2ccnc3c2CC(C)(C(=O)Nc2ccc(C(C)C)cc2)O3)c1 (centres undefined)	1	39	3	-1	-70	0.2	4	.
COCC(=O)N1CC2(CN(C(=O)c3ccccn3)C2)c2c(n(C)c3cc(OC)ccc23)[C@@H]1CO	2	-11	.	1	3	0.2	.	-1
O=S(=O)(/N=C(/Nc1cc(N2CCOCC2)ncn1)c1ccc(F)cc1)c1ccccc1	-4&11	9&-4	-5	18&7	12	2.2	-1	-4&0
O=C(Nc1cccc(C(F)(F)F)c1)C1Cc2c(-c3cccc(F)c3)ccnc2O1 (centres undefined)	-3	19	-12	-6	3	0.0	-1	-1
Cc1c(NC(=O)C(C)N2C(=O)NC3(CCC(C)CC3)C2=O)c(=O)n(-c2ccccc2)n1C (centres undefined)	-1	-7	.	-3	-9	0.1	.	.
COCc1cc(=O)oc2cc(NS(=O)(=O)c3ccc(C)cc3)ccc12	.	-5	.	1	7	-0.1	-1	-1
CC1CCN(C(=O)c2ncn3c2C(=O)N[C@H](C)C3)CC1	-1	10	.	0	.	0.6	.	0
Cc1ccc(OCCCN2C(=O)C(=O)c3cc(C)ccc32)cc1	.	14	13	4	3	-0.2	0	-1
CCCC(C(=O)NC1CCCC1)N(Cc1ccccc1)C(=O)c1snc(C(N)=O)c1N (centres undefined)	-1	13	0	2	.	0.0	-1	-1
O=C(COc1ccccc1Br)Nc1ccccc1C(F)(F)F	1	-4	-6	2	-8	0.0	.	-1
N#CCCn1cc(C(=O)Nc2ccccn2)c(-c2ccccc2)n1	.	-4	2	4	0	0.0	-2	-2
CO[C@H]1CN(C)C(=O)c2cc(NS(=O)(=O)c3ccccc3)ccc2OC[C@@H](C)N(Cc2cccnc2)C[C@H]1C	0	-6	0	1	-6	-0.1	24	-1
C[C@@H]1CN([C@H](C)CO)C(=O)CCCn2cc(nn2)CO[C@H]1CN(C)C(=O)c1ccc2ccn(C)c2c1	-1	6&-6	-5&3&18	4&-4	-7&-1&5	-0.1&0.0	-5&0	-1&0
COc1ccccc1CCNC(=O)c1cc(COc2cccc(C(F)(F)F)c2)on1	1	19	16	-2	-6	0.1	4	0
Cc1cccc(C)c1NC(=S)N1CCCCCC1	0	2	5	-5	.	0.4	1	1
Cc1noc(C)c1CCC(=O)Nc1cc(Cl)ccc1C(=O)O	0	-4	-1	-9	-16	0.2	-3	.
CCC(C)NC(=O)/C=C/c1ccc(S(=O)(=O)NCc2ccco2)cc1 (centres undefined)	-2	2	6	2	-9	0.3	8	1
COCCNC(=S)N1CCN(C(c2ccccc2)c2ccccc2)CC1	-2	4	21	-1	.	-0.1	-1	-3
CNC(=O)Nc1cc(C(F)(F)F)cc(C(F)(F)F)c1	2	-2	.	-1	-2	0.0	3	1
C[C@H](CO)N1C[C@H](C)[C@H](CN(C)C(=O)Nc2ccc3c(c2)OCO3)Oc2ccc(NC(=O)Nc3ccc(C(F)(F)F)cc3)cc2CC1=O	.	5	6	.	-5	0.0	-1	.
COc1ccccc1NC(=O)N1CCCCN2[C@H](CO)[C@H](c3ccc(-c4cccc(F)c4)cc3)[C@H]2C1	1	13	-79	2	-22	0.1	48	3
O=S(=O)(c1ccccc1)N1CCN(Cc2ccc(Cl)cc2)CC1	7	12	3	-17	-24	0.2	0	-4
O=C(NCc1ccc2c(c1)OCO2)c1ccccc1Cl	-2	-6	20	-8	.	0.2	2	0
C[C@@H]1CN(c2ccc(N3CCNC[C@@H]3C)cc2C#N)C[C@H](C)O1	2	-9	.	-6	.	0.3	.	1
Cc1csc(NC(=O)CSc2ccc3nnc(-c4ccncc4)n3n2)n1	4	3	.	-2	.	0.2	.	1
Cc1ccc(N(C(=O)c2csnn2)C(C(=O)NC2CCCC2)c2ccncc2)c(C)c1 (centres undefined)	1	9	14	-2	.	0.0	13	-2
CCN(CC(=O)NC(C)(C)C)C(=O)c1ccccc1SCC(=O)NC1CCCCCCC1	3	16	10	-2	-9	-0.1	1	-1
OC(c1ccccc1)(c1ccccc1)c1ncc[nH]1	-2	3	-4	1	11	0.1	-4	.
CCNC(=O)[C@@H]1[C@@H](CO)[C@@H]2Cn3c(ccc(-c4cccc(F)c4)c3=O)[C@@H]2N1C(=O)Cc1cccnc1	-3	-3	15	-3	.	-0.1	45	-15
COCC(=O)N(C[C@H]1N[C@@H](CO)[C@@H]1c1ccc(C2=CCCC2)cc1)C(C)C	.	8	-35	.	-5	0.2	1	.
